# E-selectin induc = E-selectin induction on HUVECs; HUVEC E-selectin immunofluorescence imaging; normalized: neutral wells 0, TNF-alpha wells 100; activation, % at 7.58 µM; 0.37% of 260,000 active; AID 686992;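 active = mean E-selectin-positive cell signal at least 10% of the positive control, reached in at least 60% of replicates, without over 20% cell loss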;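 also: in these data hits start at about 27%; measured in HUVEC primary endothelial cells; signal is the percent of cells scored E-selectin positive by PE staining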
#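 Read-out basis: % PE-positive cells; Test system: HUVEC primary endothelial cells; Technique: immunofluorescence imaging; Dosing: single-point compound dose.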
# esBAF inh = inhibitors of esBAF chromatin remodeling in mouse ES cells. Bmi1-luciferase knock-in reporter, 24 h; 100% = twice the neutral-well signal. reporter increase, % at 12.5 µM. 2% of 350,000 active. AID 602393; in the data active = activation above about 40%;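 also: 0% = median of the plate's neutral control wells and 100% = double that signal; a rise in the Bmi1 reporter signal indicates esBAF inhibition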
# Xi reactivation = X-chromosome reactivation activator; XiGFP mouse fibroblasts, % GFP-positive cells imaging, 3 d; cells co-treated with 5-aza-dC sensitizer; scaled so ellipticine positive control = 100%; activation, % at 7.58 µM; 0.055% of 360,000 active; AID 743238;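 active = mean normalized replicate activation at least 10% and every replicate at or above 10%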;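 also: 0% = median of on-plate neutral control wells and 100% = ellipticine 6 µM median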
#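 material = 68-5-11 XiGFP fibroblast line | medium = DMEM plus 5-aza-dC sensitizer | schedule = 3 days compound exposure | benchmarks = positive control ellipticine, 6 µM final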
# RAD54 inh = RAD54 (human) branch migration inhibition; Q92698; RAD54 Holliday junction branch migration, FAM/BHQ fluorescence; inhibition, % at 10.4 µM; 0.14% of 360,000 active; AID 602329;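 active = mean normalized replicate activity at least 40 and at least half of replicates scoring 40 or more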;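 also: 0% = median of neutral control wells and 100% = median of positive control wells; inhibitors cause a drop in the FAM fluorescence signal; in these data hits start at about 50%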
# Target sequence (Q92698 whole entry, looked up): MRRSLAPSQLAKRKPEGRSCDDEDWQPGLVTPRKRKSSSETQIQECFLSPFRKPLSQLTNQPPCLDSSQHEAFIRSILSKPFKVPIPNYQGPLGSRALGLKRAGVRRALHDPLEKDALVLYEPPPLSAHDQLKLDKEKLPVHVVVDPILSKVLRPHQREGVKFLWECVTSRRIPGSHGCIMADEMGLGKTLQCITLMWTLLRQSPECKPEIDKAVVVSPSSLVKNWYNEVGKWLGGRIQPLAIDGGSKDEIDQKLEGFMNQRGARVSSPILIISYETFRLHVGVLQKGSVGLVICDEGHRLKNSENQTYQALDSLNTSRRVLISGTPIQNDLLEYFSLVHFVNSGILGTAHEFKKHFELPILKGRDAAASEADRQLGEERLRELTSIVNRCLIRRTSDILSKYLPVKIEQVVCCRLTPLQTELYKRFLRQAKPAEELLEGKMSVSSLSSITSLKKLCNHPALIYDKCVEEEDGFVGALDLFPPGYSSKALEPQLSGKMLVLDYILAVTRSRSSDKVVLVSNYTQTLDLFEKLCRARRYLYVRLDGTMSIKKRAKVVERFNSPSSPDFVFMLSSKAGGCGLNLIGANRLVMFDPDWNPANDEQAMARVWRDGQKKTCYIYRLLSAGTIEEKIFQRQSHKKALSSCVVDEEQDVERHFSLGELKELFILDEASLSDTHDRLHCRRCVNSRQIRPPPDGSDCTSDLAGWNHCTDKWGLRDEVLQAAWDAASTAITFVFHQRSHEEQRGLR
# RAD52 inh = RAD52 (human) annealing inhibition; P43351; inhibition, % at 18.7 µM; 0.46% of 360,000 active; recombinant RAD52 DNA annealing, FRET fluorescence; AID 651710;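 active = every replicate showing at least 50% inhibition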
# FN deposition inh = fibronectin deposition inhibition; inhibition, % at 12.6 µM; AID 743247; AH1F fibroblasts, Alexa488-fibronectin deposition fluorescence, overnight; 0.086% of 350,000 active;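 active = mean inhibition across replicates of 30% or more, regardless of how many single replicates reach that level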;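 also: positive control wells lacked labelled fibronectin entirely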
#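 Material: AH1F fibroblast monolayer depositing Alexa488-labelled fibronectin into matrix | Input: 10000 AH1F cells/well | Medium: DMEM plus 2% serum, read in PBS | Reagent: Alexa488-fibronectin, 24 nM final in well | Compound dosing: One dose per compound, pinned | Schedule: 1 h adhesion, overnight exposure | Measured by: Fluorescence at 485 nm excitation, 525 nm emission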
# EWS-Fli block = blocks EWS/Fli oncoprotein-driven transcription. inhibition, % at 12.6 µM. A673 NR0B1-luciferase reporter, viability-normalised. 0.67% of 350,000 active. AID 651661;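 active = mean inhibition of at least 50% after viability correction, with every replicate also passing that limit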;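 also: firefly luciferase signal divided by Alamar Blue viability fluorescence both relative to DMSO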
# S100A4 MyoIIA = inhibitors of human S100A4 binding to myosin IIA peptide; S100A4/TAMRA-MyoIIA peptide fluorescence polarization; 0.14% of 360,000 active; inhibition, % at 10.7 µM;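 active = mean inhibition of at least 70% across replicates, with every replicate also reaching that level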
# Target sequence (P26447 whole entry, looked up): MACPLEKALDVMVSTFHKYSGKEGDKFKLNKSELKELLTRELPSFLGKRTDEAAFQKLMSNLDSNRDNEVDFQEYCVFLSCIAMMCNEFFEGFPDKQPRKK
#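 assay system = human S100A4 monomer with TAMRA-labelled myosin IIA peptide | also added = labelled myosin peptide probe, 5 nM | incubation = 5 min between mix addition and reading | control set = DMSO and TFP controls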
# * hit, by the source's call; . = no result given; & = joins results of further samples.
SMILES,E-selectin induc,esBAF inh,Xi reactivation,RAD54 inh,RAD52 inh,FN deposition inh,EWS-Fli block,S100A4 MyoIIA
CCCCN(C)CCn1c(=S)[nH]c2ccc(N3CCOCC3)cc2c1=O,.,8,.,6,-1,-9,.,0
Cc1ccc(Sc2ccc(CO)cc2[N+](=O)[O-])cc1,.,.,0.2,.,-12,3,-1,-6
CCO[C@H]1OC(C(=O)NCc2nc3ccccc3[nH]2)=C[C@@H](c2ccccc2)[C@@H]1CCCO,0.1,-3,0.0,-9,-51,7,4,-6
COc1cccc(-n2nnc3c(=O)n(CC(=O)N4CCC(C)CC4)cnc32)c1,.,-7,.,12,-9,.,-3,0
O=C(C[C@@H]1CC[C@H](NC(=O)C2CCOCC2)[C@H](CO)O1)NCc1ccncc1,-1.4,.,0.1,.,-19,.,-2,15
O=C(C[C@H]1CC[C@@H]2[C@H](COC[C@H](O)CN2Cc2nccs2)O1)N1CCC(Cc2ccccc2)CC1,-0.1,-2,0.3,11,.,0,-1,.
C[C@@H]1CN([C@@H](C)CO)C(=O)c2cccc(NS(=O)(=O)c3ccc(F)cc3)c2O[C@H]1CN(C)Cc1ccc(C(F)(F)F)cc1,0.4,-5,-0.9,-1,-1,.,7,13
C[C@H](CO)N1C[C@H](C)[C@H](CN(C)CC2CC2)OCc2cnnn2CCCC1=O,0.1,-3,-0.1,7,6,7,-4,3
O=C(O)C1OC(Oc2cc3oc(-c4ccccc4)cc(=O)c3c(O)c2O)C(O)C(O)C1O (configuration not stated),.,18,0.0,1,-18,-3,-13,2
Cn1nc(-c2ccc(Cl)cc2)c2cc(C(=O)N3CCOCC3)sc21,.,-87,0.0,8,-26,4,12,5
Cc1cn([C@H]2C[C@H](O)[C@@H](CNCc3cc(Br)ccc3OCc3ccccc3)O2)c(=O)[nH]c1=O,.,-5,0.0,1,-29,3,16,-8
CCOC(=O)[C@]12CCC=C1N(Cc1cccc3ccccc13)C(=O)[C@H](CC(=O)NCCCOC)C2,0.1,.,0.5,.,-15,-2,-9,-4
CCNC(=O)C1(C)CCN1C(=O)CCc1cccc(Cl)c1 (configuration not stated),-0.5,-3,0.0,6,9,-2,-2,-1
O=c1c2cc(NC(=S)N3CCC(N4CCCCC4)CC3)ccc2nc2n1CCCCC2,2.6,.,0.5,.,20,-4,1,-9
CCC(=O)OCC(=O)N=c1sccn1Cc1ccc(C)cc1,0.7,1,0.0,-6,-7,.,.,-2
c1ccc(-c2nccc(-c3ccc4c(c3)OCO4)n2)cc1,7.5,51*,0.0,5,-12,13,-39,-4
CCn1nc2cc(C(=O)NCc3cc(C(F)(F)F)cc(C(F)(F)F)c3)ccc2c1OC,-0.1,-1,0.8,-5,-34,-6,1,-30
O=C(Nc1ccc(-c2ccco2)cc1)C1CCCN(Cc2ccc(CO)o2)C1 (configuration not stated),0.1,-3,0.0,-7,-61,4,.,-2
Cc1cc(-c2ccccc2C(=O)Nc2ccccc2O)on1,.,.,0.2,.,-2,2,-2,-13
CC(=O)Nc1ccc(S(=O)(=O)Nc2cc(C)cn(Cc3ccc(C)cc3)c2=O)cc1,.,6,0.0,-10,-73,0,-7,-5
O=C(c1c(F)cccc1F)N1CCCC(c2nc(-c3ccc(Cl)cc3)no2)C1 (configuration not stated),0.1,7,0.0,1,0,-5,-3,-3
O=C(NCc1cccc(C(F)(F)F)c1)c1ccc2sc(COCCO)nc2c1,1.1,7,0.1,-6,-10,5,-12,14
OC(CCN1CCCCC1)c1ccc(-c2ccccc2)cc1 (configuration not stated),-1.7,0,0.3,-2,-10,1,-38,6
CCOc1cc(N2CCOCC2)c(OCC)cc1NC(=O)c1cc(C)cc(C)c1,.,3,0.4,-9,0,.,9,-6
CO[C@H]1CN(C)C(=O)c2ccc(NC(C)=O)cc2OC[C@@H](C)N(Cc2ccccc2F)C[C@@H]1C,0.9,10,0.2,-5,1,5,9,11
O=C(CCCn1ncn2c(cc3occc32)c1=O)NCc1ccccc1F,.,0,0.3,2,-7,11,.,-3
C[C@H]1CN([C@@H](C)CO)S(=O)(=O)c2ccc(C#CC3(O)CCCC3)cc2O[C@H]1CN(C)C(=O)c1ccccc1,1.5,6,-1.1,-1,3,2,-5,-36
COc1ccc(CC(=O)NCc2ccc3c(c2)cc(C)n3C)cc1OC,.,.,0.2,.,-48,.,8,25
COCc1ccc(CN2CCC(C(=O)Nc3cccc(-c4cccc(Cl)c4)c3)CC2)o1,0.3,-6,0.0,3,-50,.,.,-5
CCC(=O)Nc1ccc2c(c1)C(=O)N(C)C[C@H](OC)[C@@H](C)CN(C(=O)CN1CCOCC1)[C@H](C)CO2,-0.2,-5,0.0,.,.,6,2,.
O=C(CSCc1cnn(-c2ccccc2)c1-n1cccc1)NCc1cccnc1,5.3,.,0.1,5,-5,3,6,3
C[C@H](CO)N1C[C@H](C)[C@@H](CN(C)C(=O)Nc2ccccc2)Oc2c(NC(=O)C3CCCCC3)cccc2C1=O,-0.3&0.0,4&8,-0.4&-0.1,-3&-5,-19&-13,-13,2&1,2&4
Cc1cccc(Nc2nnc(SCC(=O)NCC3CCCO3)s2)c1 (configuration not stated),-0.8,13,0.0,-17,-5,-4,-10,-9
COc1cc(C)c(S(=O)(=O)n2c([N+](=O)[O-])cnc2C)cc1C,0.7,-2,0.0,-6,-12,-1,1,-4
C[N+]1(CN2C(=O)C3C4C=CC(C4)C3C2=O)CCCCC1 (configuration not stated),0.1,.,0.2,.,-12,0,2,0
O=C(Cc1cn(-c2ccccc2)nc1-c1ccccc1)N1CCCCC1,-0.1,-1,-0.1,9,-5,-2,0,1
CN(C)CC(=O)N1[C@H](CO)[C@H](c2ccc(C#CC3CC3)cc2)[C@@H]1C#N,0.3,-2,0.0,14,21,-5,2,6
CCOCCn1c(CN2CCN(CCO)CC2)nc2c1c(=O)n(C)c(=O)n2C,.,0,-0.4,-1,-5,-2,1,-4
COc1cccc(CNC(=O)COc2cc(O)c3c(c2)OC(C)(C)CC3=O)c1,.,14,.,9,-9,.,3,0
CCOC12CC(C)(C)CC(C)(CC3=C1C(=O)CC(C)(C)C3)C2 (configuration not stated),.,.,-0.1,.,-122,6,7,12
COc1ccc(CNC(=S)Nc2cccc(OC)c2)cc1,.,-8,-0.1,1,-22,5,0,-10
O=C1C(=O)N(c2ccccn2)C(c2ccc(Br)cc2)/C1=C(/O)c1ccc(Br)cc1 (configuration not stated),0.1,-3,0.1,4,-10,3,1,1
C[C@@H]1CCCCO[C@H](CN(C)Cc2ccc3c(c2)OCO3)[C@@H](C)CN([C@H](C)CO)C(=O)c2cc(NS(=O)(=O)c3ccc(F)cc3)ccc2O1,.,-4,1.3,-3,14,-4,-9,-4
Cc1cc2c(c(=O)o1)[C@@]1(C(=O)N(C)c3ccccc31)C1=C(CC3(CCCCC3)OC1=O)O2,-0.2,.,0.1,.,-13,-2,-13,5
O=C(C[C@H]1C[C@@H]2c3cc(NC(=O)Nc4ccc(F)cc4)ccc3O[C@@H]2[C@@H](CO)O1)NC1CCCCC1,0.1,13,0.1,10,.,-12,10,.
Nc1cc(C(F)(F)F)cc2c1SCC(=O)N2,.,-3,0.1,2,.,-5,.,.
COc1ccccc1Cc1c(-c2cccc(Cl)c2)nc2ccc(C)cn12,0.6,14,-0.2,7,-38,-5,-80,-1
COC(=O)C1SCCN1S(=O)(=O)c1ccc(Cl)cc1 (configuration not stated),0.0,14,0.0,-6,0,0,-1,-5

# Among those listed so far, 10 have four or more nitrogen atoms.
SMILES,E-selectin induc,esBAF inh,Xi reactivation,RAD54 inh,RAD52 inh,FN deposition inh,EWS-Fli block,S100A4 MyoIIA
CCCCN(C)CCn1c(=S)[nH]c2ccc(N3CCOCC3)cc2c1=O,.,8,.,6,-1,-9,.,0
COc1cccc(-n2nnc3c(=O)n(CC(=O)N4CCC(C)CC4)cnc32)c1,.,-7,.,12,-9,.,-3,0
C[C@H](CO)N1C[C@H](C)[C@H](CN(C)CC2CC2)OCc2cnnn2CCCC1=O,0.1,-3,-0.1,7,6,7,-4,3
O=c1c2cc(NC(=S)N3CCC(N4CCCCC4)CC3)ccc2nc2n1CCCCC2,2.6,.,0.5,.,20,-4,1,-9
O=C(CCCn1ncn2c(cc3occc32)c1=O)NCc1ccccc1F,.,0,0.3,2,-7,11,.,-3
CCC(=O)Nc1ccc2c(c1)C(=O)N(C)C[C@H](OC)[C@@H](C)CN(C(=O)CN1CCOCC1)[C@H](C)CO2,-0.2,-5,0.0,.,.,6,2,.
O=C(CSCc1cnn(-c2ccccc2)c1-n1cccc1)NCc1cccnc1,5.3,.,0.1,5,-5,3,6,3
C[C@H](CO)N1C[C@H](C)[C@@H](CN(C)C(=O)Nc2ccccc2)Oc2c(NC(=O)C3CCCCC3)cccc2C1=O,-0.3&0.0,4&8,-0.4&-0.1,-3&-5,-19&-13,-13,2&1,2&4
Cc1cccc(Nc2nnc(SCC(=O)NCC3CCCO3)s2)c1 (configuration not stated),-0.8,13,0.0,-17,-5,-4,-10,-9
CCOCCn1c(CN2CCN(CCO)CC2)nc2c1c(=O)n(C)c(=O)n2C,.,0,-0.4,-1,-5,-2,1,-4

# Some of these compounds in order of the esBAF inh value, lowest first:
Molecule,esBAF inh
COc1cccc(-n2nnc3c(=O)n(CC(=O)N4CCC(C)CC4)cnc32)c1,-7
CCNC(=O)C1(C)CCN1C(=O)CCc1cccc(Cl)c1 (configuration not stated),-3
O=C(C[C@H]1CC[C@@H]2[C@H](COC[C@H](O)CN2Cc2nccs2)O1)N1CCC(Cc2ccccc2)CC1,-2

# Carrying on:
SMILES,E-selectin induc,esBAF inh,Xi reactivation,RAD54 inh,RAD52 inh,FN deposition inh,EWS-Fli block,S100A4 MyoIIA
COC(=O)Nc1ccc(S(=O)(=O)N2CCCC(C(=O)Nc3cccnc3)C2)cc1 (configuration not stated),-2.1,-7,.,6,.,-5,.,.
COc1ccc(/C=C/CN2CCCC(CCC(=O)NCc3ccc(F)c(F)c3)C2)cc1 (configuration not stated),-0.6,13,0.0,.,-7,2,9,-5
COc1ccc(-c2ccc3c(c2)[C@@H]2[C@@H](CCN2C(=O)Cc2ccccn2)[C@H](CO)N3C)cc1,-0.5,1,0.3,-10,.,-76,-19,.
CC1(C(=O)NS(=O)(=O)c2cccc(C#N)c2)CCN1C(=O)c1ccccc1 (configuration not stated),-0.1,2,-0.1,2,-5,-7,2,-1
O=c1ccc(-c2ccccc2)no1,.,.,-0.2,.,-3,-2,12,-2
O=C(C1CC(=O)N(c2ccc(F)cc2)C1)N1CCC(c2nc3ccccc3[nH]2)CC1 (configuration not stated),0.1,.,-0.1,.,-14,5,4,-10
COc1ccc(NC(=O)C2=CC(c3ccc(OC)c(OC)c3)=NS(=O)(=O)N2C)cc1,-0.1,7,-0.3,1,-1,-8,16,-8
Cc1ccc(O)c(N=Cc2ccc(C)s2)c1,0.2,59*,0.0,.,.,-12,.,.
O=C(C[C@@H]1CC[C@@H]2[C@H](COC[C@@H](O)CN2C(=O)c2ccc(F)cc2)O1)NCCCN1CCOCC1,-0.1,-5,0.0,-14,-58,2,2,-53
CC(=O)N(C)c1ccc(NC(=O)Cc2cccs2)cc1,0.5,23,0.2,3,-10,9,-32,-2
Cc1noc(C)c1COc1ccc(C(=O)N(C)CCOc2ccccc2)cc1,.,-3,0.0,5,-6,1,4,-6
CC(C)CC#Cc1cnc2c(c1)C(=O)N([C@@H](C)CO)C[C@H](C)[C@@H](CN(C)Cc1ccccn1)O2,-0.2,-6,-1.3,-37,4,0,5,-4

# Screening results deposited in PubChem by Broad Institute.
